# From PubChem
# GalR3 antag: human GalR3 antagonism; 360,000 tested, 0.44% active; AID 651719; inhibition, % at 3 µM; O60755; HEK293 GalR3-CNG cAMP membrane potential fluorescence; galR3 body fused to GalR1 C-terminus;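 active = inhibition above the screen-wide average plus 3 SD, cut at about 13% in these data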;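 note: forskolin and galanin both at EC90 stimulate the cells; cAMP rise reported by CNG channel membrane potential dye signal; 0% = forskolin plus galanin with DMSO and 100% = forskolin alone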
# Target sequence (O60755 1-299 limits assumed): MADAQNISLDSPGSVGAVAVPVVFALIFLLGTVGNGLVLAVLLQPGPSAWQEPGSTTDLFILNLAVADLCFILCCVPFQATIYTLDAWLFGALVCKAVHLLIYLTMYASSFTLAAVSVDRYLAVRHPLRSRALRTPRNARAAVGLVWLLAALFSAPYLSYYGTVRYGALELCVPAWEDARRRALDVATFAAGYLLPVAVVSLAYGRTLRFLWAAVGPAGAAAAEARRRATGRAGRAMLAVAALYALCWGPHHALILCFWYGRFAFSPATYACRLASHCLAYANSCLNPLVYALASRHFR
# p-CIP stab down: p/CIP protein destabilization. 290,000 tested, 0.01% active. F442A p/CIP-EGFP cells, EGFP fluorescence, 16 h. AID 1984. Q05BA5. decrease of EGFP signal, % at 10 µM;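 active = EGFP signal decrease of at least 30% at 10 µM or well 3 SD below plate mean, unless failing retest; inactive = the rest, including hits failing retest or dose response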; note: some compounds called inactive have numbers as strong as hits; many of its hits are not listed in these tables
# VIM-2 inh: inhibitors of Pseudomonas aeruginosa VIM-2 metallo-beta-lactamase; 290,000 tested, 0.89% active; AID 1527; purified VIM-2, nitrocefin hydrolysis, epi-absorbance fluorescence; inhibition, % at 5.6 µM;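 active = inhibition above the mean of all tested compounds plus 3 SD, cutoff set per screening run, cut at about 7.5% in these data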;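 note: red hydrolysis product quenches plate fluorescence so inhibitors raise well fluorescence; 0% = enzyme with DMSO and 100% = DMSO without enzyme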
# CRFR2-BP antag: CRF-BP/CRF-R2 complex antagonism; HEK293 CRF-R2/CRF-BP, CRF-induced calcium fluorescence; inhibition, % at 11.8 µM; 350,000 tested, 0.59% active; AID 588475;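 active = inhibition of the ligand-induced calcium signal above about 50% at the single tested concentration, limit read from the data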
# UBC9 SUMO inh: inhibitors of human SUMOylation (UBC9). inhibition, % at 35 µM. P63279. HTRF SUMOylation assay, SAE1/SAE2 + UBC9, in vitro. 290,000 tested, 0.36% active; in the data active = inhibition above about 50%, passing the limit was not always enough; note: strong numbers were not always called active
# Target sequence (P63279 whole entry, looked up): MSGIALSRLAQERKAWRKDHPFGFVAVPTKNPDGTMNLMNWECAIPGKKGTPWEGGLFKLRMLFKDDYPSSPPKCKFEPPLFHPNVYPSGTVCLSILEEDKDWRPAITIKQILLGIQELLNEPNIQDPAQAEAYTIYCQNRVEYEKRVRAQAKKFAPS
# IDE act: IDE (human) activation, cell-based; P14735; HEK cells, FAbeta-B cleavage, fluorescence polarization; 0% vehicle, 100% cell-free pure enzyme wells; activation, % at 5.96 µM; 340,000 tested, 0.073% active; AID 493087;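 active = activation above the mean of all tested compounds plus 3 SD, set per screening campaign, cut at about 17% in these data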
# IDE cell inh: cellular human IDE inhibition | HEK cells, FAbetaB cleavage, fluorescence polarization | P14735 | 320,000 tested, 0.41% active | AID 434962 | inhibition, % at 5.59 µM;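 active = percent inhibition above the average of all tested compounds plus 3 SD, set per screening campaign, cut at about 16% in these data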;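 note: IDE supplied by intact live HEK cells; FP after avidin binding of uncleaved biotin substrate so inhibition keeps polarization high; 0% = DMSO wells and 100% = 60 µM reference IDE inhibitor Ii1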
# HCV NS3 hel inh: HCV NS3 helicase inhibition | NS3 helicase DNA unwinding, Cy5 molecular beacon fluorescence | inhibition, % at 10.9 µM | 290,000 tested, 0.56% active | AID 1800;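 active = inhibition above the mean of all tested compounds plus 3 SD, set per campaign, cut at about 35% in these data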;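 note: 0% = DMSO wells and 100% = thioflavine S control wells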
#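 Assay system – hepatitis C virus NS3 helicase domain fragment enzyme · Buffer or medium – MOPS pH 6.5, MgCl2, DTT, Tween20, BSA · Reagent – Cy5/quencher beacon DNA duplex and ATP to start · Compound – single 10.9 µM dose · Timing – 1 h at 25 °C · Technique – Cy5 beacon fluorescence read at start and 1 h · Measure – % inhibition of unwinding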
# IMP-1 inhibitor: inhibitors of Pseudomonas aeruginosa IMP-1 metallo-beta-lactamase; purified IMP-1, nitrocefin hydrolysis, epi-absorbance fluorescence; inhibition, % at 5.6 µM; 290,000 tested, 0.45% active; AID 1556;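 active = inhibition above the mean plus 3 SD of all compounds in the same screening run, cut at about 4.5% in these data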;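 note: 0% = IMP-1 with DMSO and 100% = DMSO wells lacking enzyme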
#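 assay system = purified recombinant IMP-1 metallo-beta-lactamase enzyme | schedule = 15 min preincubation plus 25 min reaction at 25 °C | signal = Epi-absorbance fluorescence, 480 nm excitation, 530 nm emission | read-out basis = percent inhibition from optical density relative to buffer-blank wells | controls = IMP-1 with DMSO as 0%, enzyme-free DMSO as 100%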
# * hit, by the source's call; nt = no result given.
No.	Structure	GalR3 antag	p-CIP stab down	VIM-2 inh	CRFR2-BP antag	UBC9 SUMO inh	IDE act	IDE cell inh	HCV NS3 hel inh	IMP-1 inhibitor
1	Cc1cc(C)n(CC(C)(O)c2ccccc2)n1 (centres undefined)	-2	nt	nt	7	nt	3	-3	nt	nt
2	CS(=O)(=O)N(CC(=O)N1CCN(Cc2ccccc2)CC1)c1ccccc1Br	-3	8	-1.0	3	7	6	-5	1	1.0
3	O=C(Cn1nc(C(F)(F)F)c2c1CCCC2)Nc1ccc2c(c1)OCO2	-6	-4	-2.3	-8	7	0	8	-5	-4.6
4	Cc1ccc(-c2nn(C)c(=O)c3ccccc23)cc1S(=O)(=O)NCCN1CCOCC1	2	-7	14*	23	1	2	-2	12	-8.5
5	C/C(=N\NC(=O)c1nnn(-c2nonc2N)c1CN1CCCCC1)c1ccccc1O	-8	-18	-1.3	25	-3	3	-2	12	-0.6
6	Cc1ccc(C(C)C)c(OCC(=O)Nn2c(=O)[nH]c3ccccc3c2=O)c1	-1	-8	3.3	-16	0	4	2	3	-0.9
7	CC(=O)c1ccc(NC(=O)C(C)Sc2nnc3ccccn23)cc1 (centres undefined)	-2	nt	nt	5	nt	-1	-3	nt	nt
8	Cc1onc(-c2ccccc2Cl)c1C(=O)N(C)Cc1ccccc1	-10	-7	-0.5	7	0	4	nt	-2	-2.1
9	COc1ccc(CNc2ccc3c(c2)CCC3)cc1OC	nt	-2	-1.8	nt	4	nt	0	-1	-2.9
10	CC1=C(C(=O)N2CCOCC2)C(c2ccc(-c3ccccc3)cc2)NC(=S)N1 (centres undefined)	-1	-6	-2.8	-15	12	1	1	7	-2.7
11	CCOc1ccc(C2=NNC(c3cccs3)=Nc3ccc(OC)cc32)cc1	-1	-1	-2.9	-6	27	6	-2	-5	-1.9
12	COc1ccc(N/C(C)=C/C(=O)c2ccccc2)cc1	-2	-23	-1.3	-7	15	2	2	2	-5.7
13	C=CCC1(N(C(C)=O)c2ccccc2)CCCCC1	1	-9	0.6	-7	-7	7	3	11	-1.2
14	O=C(C1CCCN(S(=O)(=O)c2cccs2)C1)N1CCc2ccccc2C1 (centres undefined)	2	-12	-3.1	-17	8	-1	2	2	-2.4
15	O=C1N/C(=C\c2nc3ccccc3s2)c2ccccc21	nt	-3	-1.3	nt	23	nt	5	-2	-2.5
16	COc1ccc(/C=C(\NC(=O)c2ccc(OC)cc2)C(=O)Nc2ccccc2C(=O)O)cc1	-10	-6	-3.4	9	6	-1	4	6	-3.5
17	CC(C)OCCCNS(=O)(=O)c1ccc2c(c1)oc(=O)n2C	nt	-22	-5.8	0	9	0	2	9	-3.8
18	COP(=O)(OC)C(Nc1ccc(Cl)cc1)c1ccccc1 (centres undefined)	-9	0	-1.1	6	14	2	-3	-8	-3.2
19	COCCNC(=O)c1ccccc1NC(=O)c1ccccc1N(C)S(=O)(=O)c1ccc(C)cc1	1	1	-2.6	-4	-4	2	-1	-2	-1.4
20	Cc1ccc(N2C(=O)[C@@H]3[C@H](C2=O)C2c4ccccc4C=NN2[C@@H]3C(=O)c2ccc(Cl)cc2)cc1 (some centres undefined)	0	-28	-2.5	-13	5	-7	12	7	-2.2
21	C=CCn1c(C)cc(C(=O)COC(=O)c2n[nH]c(=O)c3ccccc23)c1C	-3	nt	nt	-14	nt	-3	5	nt	nt
22	CCOc1ccc(C(C)NC(=O)Nc2ccccc2C(=O)OC)cc1 (centres undefined)	-2	-3	-3.6	42	10	-2	-2	-6	-2.5
23	Nc1cc(=O)[nH]c(=O)n1Cc1ccccc1	-5	-2	-2.6	5	-7	3	-3	2	-2.9
24	CCN(Cc1cc2ccccc2[nH]c1=O)C(=O)C1CCCCC1	-3	-8	0.0	-5	-1	4	-1	1	0.2
25	CCn1ncc(C2=NOC(C(=O)Nc3c(C)nn(Cc4ccc(F)cc4)c3C)C2)c1C (centres undefined)	1	-6	-0.4	-27	7	11	-3	6	-4.3

# Filtered by structure: the compounds so far with a thiophene ring, fused or not
No.	Structure	GalR3 antag	p-CIP stab down	VIM-2 inh	CRFR2-BP antag	UBC9 SUMO inh	IDE act	IDE cell inh	HCV NS3 hel inh	IMP-1 inhibitor
11	CCOc1ccc(C2=NNC(c3cccs3)=Nc3ccc(OC)cc32)cc1	-1	-1	-2.9	-6	27	6	-2	-5	-1.9
14	O=C(C1CCCN(S(=O)(=O)c2cccs2)C1)N1CCc2ccccc2C1 (centres undefined)	2	-12	-3.1	-17	8	-1	2	2	-2.4

# Further results:
No.	Structure	GalR3 antag	p-CIP stab down	VIM-2 inh	CRFR2-BP antag	UBC9 SUMO inh	IDE act	IDE cell inh	HCV NS3 hel inh	IMP-1 inhibitor
26	Cc1cccc(N2CCN(c3nnc(C(F)(F)F)s3)CC2)c1	-2	11	-1.5	-3	-2	-3	2	-3	-0.7
27	CCNS(=O)(=O)c1ccc(S(=O)(=O)N(Cc2ccccn2)C2CCCCC2)cc1	9	-21	-4.8	-25	-9	0	-1	-14	-5.1
28	OCCNc1cc(-n2nc(-c3ccccc3)cc2-c2ccccc2)ncn1	-4	5	-5.5	-9	-16	-2	-3	-10	-3.5
29	Cc1ccc(-c2nnc(Nc3ccc(CC(N)=O)cc3)c3ccccc23)cc1S(N)(=O)=O	1	6	3.8	10	12	-3	4	10	-1.4
30	Oc1ccc(Cl)cc1CNCc1cccc2ccccc12	2	nt	nt	-9	nt	4	1	nt	nt
31	Cn1cccc1/C=N/NC(=O)CNc1cccc2ccccc12	-4	-4	-2.5	12	13	nt	5	2	-2.2
32	CCOc1cc(C(=O)Nc2c(C)ccc3nsnc23)cc(OCC)c1OCC	0	5	-4.3	24	17	-1	-3	8	-2.0
33	CC(=O)c1c(C)[nH]c(C(=O)OCC(=O)Nc2cccc(S(=O)(=O)N(C)C)c2)c1C	-3	2	-0.2	-12	6	1	0	-1	-0.8
34	Fc1ccccc1N1CCN(Cc2nc(-c3ccc(Cl)cc3Cl)no2)CC1	-2	-4	0.2	-14	-10	1	-3	-2	-2.2
35	CC1CN(C(=S)Nc2cccc(F)c2)CC(C)O1 (centres undefined)	0	-24	-0.7	1	6	0	0	-4	-3.9
36	Cc1ccccc1NC(=O)COC(=O)CCc1ccccc1	-7	8	-5.7	8	9	-2	1	3	-5.2
37	O=C1C2CC=CCC2C(=O)N1c1ccc(N2CCN(c3ccccn3)CC2)c([N+](=O)[O-])c1 (centres undefined)	0	6	-2.5	-10	3	6	-1	-6	-1.0
38	CCCCn1c(SCC(=O)Nc2nnc(C)s2)nnc1-c1ccoc1C	-2	-2	-2.0	10	-14	0	-3	3	-3.2
39	CC/C(Cc1ccccc1)=N\NC(=O)c1cc([N+](=O)[O-])cc([N+](=O)[O-])c1	0	4	-5.9	4	11	1	2	9	-4.2
40	CC(C)(C)c1ccccc1NC(=O)c1cc(-c2ccncc2)nc2ccccc12	0	nt	nt	8	nt	2	6	nt	nt
41	COc1cc(/C=N/NC(=O)Cn2ccc(C(F)(F)F)n2)cc(OC)c1OC	0	0	-1.0	-5	6	1	-1	10	-0.6
42	O=C(COC(=O)/C=C/c1ccc(Cl)c(Cl)c1)NC1CCS(=O)(=O)C1 (centres undefined)	-6	nt	nt	-2	nt	3	-5	nt	nt
43	CCC1CCCCN1Cc1c(O)ccc2c(=O)c(-c3ccccc3)coc12 (centres undefined)	-10	-12	-1.1	32	41	2	6	1	-6.2
44	O=C(Nc1ccccc1NC(=O)c1ccc(F)cc1)c1ccc(F)cc1	-9	-8	-4.5	-6	9	0	0	-15	-0.9
45	CCOc1cccc2cc(-c3nnc(NCc4ccc5c(c4)OCO5)s3)c(=O)oc12	-3	-9	-0.7	15	48	3	-3	-9	-1.6
46	Cc1cccc(N2CCN(c3nc4nonc4nc3N3CCSCC3)CC2)n1	-1	-15	-4.5	15	6	-3	-1	6	-1.9
47	Cc1ccc(OCc2cc(C(=O)N3CCc4sccc4C3)no2)cc1C	-1	4	0.0	6	-7	-1	nt	-4	-0.1
48	CCCCn1c(N)c(N(CCOC)C(=O)CN2c3ccccc3CC2C)c(=O)[nH]c1=O (centres undefined)	-3	-8	-4.5	0	10	1	-11	0	-2.9
49	COc1ccc(S(=O)(=O)Nc2cc(C)c(O)cc2C(C)C)cc1	-2	5	-3.8	-19	-18	4	-1	-4	-6.4
50	O=c1[nH]c(=O)n(Cc2ccco2)c2c1C(C(F)(F)F)(C(F)(F)F)N=C(Cc1ccccc1)N2	-3	-10	-0.2	-12	8	4	2	-89	-1.4

# Complete entries from above:
# Results for Cc1cccc(N2CCN(c3nnc(C(F)(F)F)s3)CC2)c1 : GalR3 antag = -2; p-CIP stab down = 11; VIM-2 inh = -1.5; CRFR2-BP antag = -3; UBC9 SUMO inh = -2; IDE act = -3; IDE cell inh = 2; HCV NS3 hel inh = -3; IMP-1 inhibitor = -0.7
# Results for CCCCn1c(N)c(N(CCOC)C(=O)CN2c3ccccc3CC2C)c(=O)[nH]c1=O (centres undefined) : GalR3 antag = -3; p-CIP stab down = -8; VIM-2 inh = -4.5; CRFR2-BP antag = 0; UBC9 SUMO inh = 10; IDE act = 1; IDE cell inh = -11; HCV NS3 hel inh = 0; IMP-1 inhibitor = -2.9

# Continuation:
No.	Structure	GalR3 antag	p-CIP stab down	VIM-2 inh	CRFR2-BP antag	UBC9 SUMO inh	IDE act	IDE cell inh	HCV NS3 hel inh	IMP-1 inhibitor
51	COc1ccccc1-c1cc(C(=O)NC(C)c2ccccc2)no1 (centres undefined)	-7	-7	-1.3	20	10	-7	-8	3	-4.1
52	CCCCn1c(N)c(N(CC)C(=O)COc2ccc(C#N)cc2)c(=O)[nH]c1=O	5	nt	nt	4	nt	3	2	nt	nt
53	CCOc1ccc(/C=C/C(=O)Nc2ccc(C(N)=O)cc2)cc1OC	-7	-12	0.4	1	20	-4	-1	1	-1.9
54	O=S(=O)(c1ccc(Oc2ccccc2)cc1)N1CCOCC1	-5	-8	-1.9	5	5	2	4	1	-1.7
55	COc1cccc(-c2nnc(-c3ccco3)o2)c1	-13	-7	0.2	4	9	5	6	12	-0.1
56	Cc1cc(C)cc(NC(=O)N2CCc3ccccc3C2)c1	-1	7	1.7	7	-21	2	nt	23	0.9
57	CCc1cc(C(=O)Cc2ccccn2)c(O)cc1O	-10	-8	1.0	-6	-7	3	-1	3	0.7
58	c1ccc(-c2nn3nnnc3c3ccccc23)cc1	-8	10	1.2	3	0	3	0	2	-5.5
59	O=C(Nc1ccc(Cl)c(C(F)(F)F)c1)C(=O)N1CCCCC1	-3	-14	-1.2	-32	4	4	-1	-9	1.9
60	COc1ccc(OC)c(Nc2cc(-c3ccccc3)nc(N)n2)c1	1	-14	-2.3	-6	2	nt	-3	-18	-3.4

# Outcome played no part in choosing rows. Share with any hit: about 3.2%.
